Hck-Nef inh: inhibitors of Nef-activated human Hck kinase, primary screen, biochemical, Z-Lyte FRET, 384-well, Hck-YEEI | inhibition, % at 20 µM | 220,000 compounds, 0.68% hits | AID 463187, 2010 | Recombinant Hck-YEEI plus Nef, Z-Lyte FRET kinase assay;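 active = Hck-Nef kinase inhibition above about 50%, limit read from the data; inactive = inhibition below that limit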;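 also: 0% = DMSO with Hck plus Nef and 100% = Hck alone without Nef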
FXIa inh 1536: human FXIa protease inhibitors, primary screen, biochemical, 1536-well | Coagulation factor XI (Homo sapiens), P03951 | purified FXIa, Boc-Glu-Ala-Arg-AMC fluorogenic substrate | inhibition, % at 5 µM | 220,000 compounds, 0.14% hits | AID 798, 2007;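 active = inhibition of at least 40%; inactive = inhibition below 40%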;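 also: fluorescence of freed AMC excited at 355 nm; 0% = enzyme without compound and 100% = no enzyme blank; many of its hits are not listed in these tables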
Thrombin inh: human alpha-thrombin inhibitors, primary screen, counter-screen for coagulation protease inhibitor project, biochemical, 1536-well, fluorogenic AMC substrate; AID 1046, 2008; Boc-VPR-AMC fluorogenic substrate cleavage; inhibition, % at 5 µM; 220,000 compounds, 0.26% hits; Prothrombin (Homo sapiens), P00734;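 active = inhibition at or above 40%; inactive = inhibition below 40%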;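 also: 0% = enzyme with no compound and 100% = wells without enzyme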
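signal = AMC fluorescence, 355/460 nm | material = human alpha-thrombin enzyme | control set = enzyme without compound as high, wells lacking enzyme as low | times = reaction at room temperature | read-out basis = percent inhibition scaled between no-compound controls and no-enzyme blanks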
Rad51 HR inh: human RAD51 strand exchange inhibitors, primary screen, biochemical, fluorescence; DNA repair protein RAD51 homolog 1 (Homo sapiens), Q06609; hRad51 DNA strand exchange, fluorescence dequenching; inhibition, % at 10 µM; 200,000 compounds, 0.085% hits;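 active = inhibition above 40% at the single screening dose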;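 also: 0% = DMSO control wells and 100% = blanks with heterologous ssDNA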
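Material: human Rad51–ssDNA filaments; Probe or stimulus: labelled 47-mer dsDNA for strand exchange; Doses: single 10 µM dose; Incubation: 37 °C 15-min filament assembly, 30-min compound preincubation, 15-min exchange; Technique: FRET fluorescence dequenching, excitation 485 nm, emission 520 nm; Measure: Fluorescence-based percent inhibition, control- and blank-normalised; Benchmarks: plate control and blank wells.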
Cl transport mod: KCC2 cotransporter modulators, thallium flux, primary screen, cell-based, HEK293 KCC2, FluoZin-2 fluorescence, MLSMR. Solute carrier family 12 member 5 (Homo sapiens), Q9H2X9. KCC2 cells, thallium flux FluoZin-2 fluorescence. B-score of Tl+ flux slope (higher = more flux/activation; lower = inhibition) at 10 µM. 190,000 compounds, 2.2% hits. AID 1456, 2008;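 active = thallium flux slope and its plate-corrected score both differing from the plate sample mean at a set confidence after two filtering rounds, in either direction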;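 also: slope of fluorescence scaled to starting intensity during 10 to 20 s after thallium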
Target sequence (Q9H2X9 whole entry, looked up): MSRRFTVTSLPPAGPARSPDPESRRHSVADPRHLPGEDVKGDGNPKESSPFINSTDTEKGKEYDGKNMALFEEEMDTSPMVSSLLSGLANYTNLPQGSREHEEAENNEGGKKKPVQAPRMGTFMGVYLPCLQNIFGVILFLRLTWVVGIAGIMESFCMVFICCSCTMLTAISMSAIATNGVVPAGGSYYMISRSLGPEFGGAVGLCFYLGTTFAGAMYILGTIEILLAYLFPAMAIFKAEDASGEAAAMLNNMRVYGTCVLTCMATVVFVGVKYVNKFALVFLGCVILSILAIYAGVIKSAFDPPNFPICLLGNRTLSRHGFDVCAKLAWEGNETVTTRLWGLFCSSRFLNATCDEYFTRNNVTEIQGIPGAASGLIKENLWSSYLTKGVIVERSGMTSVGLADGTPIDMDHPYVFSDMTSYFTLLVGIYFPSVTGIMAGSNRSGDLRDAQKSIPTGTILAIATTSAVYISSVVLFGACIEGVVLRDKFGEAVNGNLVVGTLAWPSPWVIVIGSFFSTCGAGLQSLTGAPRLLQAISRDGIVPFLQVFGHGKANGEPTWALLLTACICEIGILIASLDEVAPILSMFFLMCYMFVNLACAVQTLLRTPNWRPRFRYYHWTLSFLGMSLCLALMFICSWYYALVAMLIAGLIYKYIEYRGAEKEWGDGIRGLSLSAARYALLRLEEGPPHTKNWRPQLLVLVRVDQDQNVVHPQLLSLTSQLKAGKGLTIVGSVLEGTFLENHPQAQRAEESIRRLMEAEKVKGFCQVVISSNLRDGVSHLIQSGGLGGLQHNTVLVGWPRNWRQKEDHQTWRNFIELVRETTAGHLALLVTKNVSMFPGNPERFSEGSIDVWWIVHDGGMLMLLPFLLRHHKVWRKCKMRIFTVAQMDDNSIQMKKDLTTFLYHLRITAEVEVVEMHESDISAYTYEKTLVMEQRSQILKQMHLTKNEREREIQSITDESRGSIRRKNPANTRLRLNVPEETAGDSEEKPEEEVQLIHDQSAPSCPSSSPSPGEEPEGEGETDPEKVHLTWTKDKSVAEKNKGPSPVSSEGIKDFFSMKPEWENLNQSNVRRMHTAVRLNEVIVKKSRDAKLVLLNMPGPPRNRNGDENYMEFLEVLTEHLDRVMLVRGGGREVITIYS
FXIIa inh 1536: human FXIIa protease inhibitors, primary screen, biochemical, 1536-well; AID 800, 2007; inhibition, % at 5 µM; 220,000 compounds, 0.3% hits; Coagulation factor XII (Homo sapiens), P00748; purified FXIIa, Boc-QGR-AMC fluorogenic substrate, 2 h; in the data active = inhibition above about 40%;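 also: 0% = enzyme with no compound and 100% = blank without enzyme; many of its hits are not listed in these tables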
TNF necrop inh: inhibitors of TNF-alpha triggered necroptosis, primary screen, cell-based, Jurkat FADD-/-, single concentration | Jurkat FADD-/- TNF necroptosis rescue, ATP luminescence, 24 h; 0 = TNF only, 100 = no-TNF cells | activation (protection from cell death), % at 10 µM | 220,000 compounds, 0.068% hits | AID 463075, 2010;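 active = activation, meaning protection from cell death, of at least 50% relative to plate controls; inactive = activation below 50%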;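 also: necroptosis triggered by 40 ng/mL TNF-alpha added together with compound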
zVAD death inh: inhibitors of zVAD-triggered necroptosis, primary screen, L929 cells. L929 zVAD necroptosis rescue, ATP luminescence, 24 h; with zVAD 60 µM. viability rescue, % at 10 µM. 220,000 compounds, 0.38% hits. AID 1377, 2008;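 active = activation, scaled between plate controls, above about 75%, limit read from the data; inactive = activation under that limit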;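 also: 0% = zVAD with DMSO and 100% = DMSO alone without zVAD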
hK5 inh: human KLK5 protease inhibitors, primary screen, biochemical, 1536-well; Kallikrein-5 (Homo sapiens), Q9Y337; recombinant hK5, fluorogenic AMC substrate cleavage; inhibition, % at 5 µM; 210,000 compounds, 0.59% hits;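 active = inhibition of 40% or more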;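 also: 0% = enzyme controls without compound and 100% = no-enzyme blanks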
Numbers without * were called inactive; / = not tested or not shown. These rows are one share of the data. The share of hits here may be higher or lower than overall.

canonical_smiles | Hck-Nef inh | FXIa inh 1536 | Thrombin inh | Rad51 HR inh | Cl transport mod | FXIIa inh 1536 | TNF necrop inh | zVAD death inh | hK5 inh
Cc1cccc(CSC2=NCCN2C(=O)c2ccc(Br)o2)c1 | 8 | -3 | 0 | -3 | -0.27 | 12 | 0.6 | 1.9 | -1
Oc1ccc(C=Nc2ccccc2-c2nc3ccccc3[nH]2)c(O)c1 | 16 | -12 | -23 | -3 | 0.16 | -20 | 1.1 | 2.4 | -53
CCc1n[nH]c(=S)n1/N=C/c1ccc2c(c1)OCO2 | 0 | 3 | -2 | -4 | -0.17 | 14 | -0.5 | 0.2 | 2
COc1ccc(-n2c(SCC(=O)Nc3cccc(S(N)(=O)=O)c3)nc3ccccc3c2=O)cc1OC | 3 | 7 | -1 | 21 | 0.19 | 7 | -0.3 | 0.6 | -5
O=C(CC(c1ccccc1)c1ccccc1)Nc1ncn[nH]1 | -1 | 2 | -1 | -2 | 0.073 | 10 | -9.6 | 0.3 | -3
O=C(OCc1csc(-c2ccccc2)n1)c1ccc(O)cc1 | 1 | -2 | -10 | 7 | -2 | 3 | 0.3 | 1.3 | -4
COC(=O)CNC(=O)C1CCN(c2nc(C)cc(C)n2)CC1 | -6 | 5 | -1 | 3 | -0.019 | 5 | 1.7 | 0.5 | 14
CCc1ccc(NC(=S)N(Cc2cccc(Br)c2)CC2CCC(C(=O)O)CC2)cc1 (stereo not drawn) | 23 | 25 | 9 | -31 | -1.9 | 23 | 0.9 | -0.3 | 65*
O=S(=O)(c1ccccc1)n1ccc(-c2cnc(-c3ccccc3)s2)n1 | 0 | -3 | -2 | -3 | / | 9 | -0.2 | 0.7 | -22
Cc1sc2ncnc(SCC(=O)NC3CC3)c2c1C | 10 | -12 | -3 | -6 | 2.8 | 8 | -1.8 | -1.0 | -21
CC(C)=CCC/C(C)=C/CC/C(C)=C/CC/C(C)=C/CC1=C(C)C(=O)c2ccccc2C1=O | 29 | 4 | 2 | -10 | -1.3 | 12 | -0.5 | 0.6 | 2
N#CCCN(C(=O)COc1ccc(F)cc1Br)c1ccccc1F | 12 | -3 | -11 | 7 | -0.58 | 2 | 2.2 | -0.8 | -8
CCc1nnc(NC(=O)c2ccc(NS(=O)(=O)c3ccccc3)cc2)s1 | 2 | 3 | -3 | 8 | -0.14 | 0 | 0.5 | 1.4 | -16
COc1ccc(-c2nnn(CC(=O)OC3CCCCC3)n2)cc1OC | 0 | -6 | -3 | 7 | -0.66 | 0 | -1.6 | -0.1 | -23
O=C(N/N=C\c1cccs1)c1sccc1-n1cccc1 | 27 | 0 | -6 | -108 | 1.7 | 2 | 0.1 | 20 | -4
O=C(Cn1cnc2c(nnn2Cc2ccccc2)c1=O)NCc1ccco1 | 0 | -1 | -2 | 4 | -2.4 | 5 | 0.5 | 0.6 | 6

Taken from the results shown, four compounds:
canonical_smiles | Hck-Nef inh | FXIa inh 1536 | Thrombin inh | Rad51 HR inh | Cl transport mod | FXIIa inh 1536 | TNF necrop inh | zVAD death inh | hK5 inh
CCc1nnc(NC(=O)c2ccc(NS(=O)(=O)c3ccccc3)cc2)s1 | 2 | 3 | -3 | 8 | -0.14 | 0 | 0.5 | 1.4 | -16
COc1ccc(-c2nnn(CC(=O)OC3CCCCC3)n2)cc1OC | 0 | -6 | -3 | 7 | -0.66 | 0 | -1.6 | -0.1 | -23
O=C(N/N=C\c1cccs1)c1sccc1-n1cccc1 | 27 | 0 | -6 | -108 | 1.7 | 2 | 0.1 | 20 | -4
O=C(Cn1cnc2c(nnn2Cc2ccccc2)c1=O)NCc1ccco1 | 0 | -1 | -2 | 4 | -2.4 | 5 | 0.5 | 0.6 | 6

Next section.
canonical_smiles | Hck-Nef inh | FXIa inh 1536 | Thrombin inh | Rad51 HR inh | Cl transport mod | FXIIa inh 1536 | TNF necrop inh | zVAD death inh | hK5 inh
Cc1ccc(C(=O)Nc2cc3c(cc2Cl)OCCCO3)cc1 | -1 | 1 | 0 | -2 | -0.12 | 14 | -0.8 | -0.1 | -28
NC(=S)Cc1ccccc1Cl | 14 | 3 | -6 | -4 | 0.54 | 6 | 4.0 | 0.9 | -2
CC(CCc1ccccc1)NC(=O)c1cncc(Br)c1 (stereo not drawn) | -1 | -1 | 4 | -3 | -0.068 | 10 | 0.3 | 0.3 | 2
COc1ccc(OC)c(NC2c3ccccc3C(=O)N2c2cccnc2)c1 (stereo not drawn) | 1 | -6 | -4 | 10 | / | 7 | -0.5 | 0.3 | -15
Cc1ccsc1C(=O)N1CCCC(CCC(=O)NCc2ccccc2F)C1 (stereo not drawn) | -2 | -1 | -2 | / | -0.23 | 9 | 2.6 | -0.3 | /
CCC(=O)c1cc2c(cc1NC(=O)c1cccs1)OCCO2 | 0 | -4 | 2 | 5 | / | 14 | -1.5 | 0.8 | -10
COC(=O)c1cc(OC)c(OC)cc1NC(=O)c1cccnc1 | 2 | 4 | -4 | 3 | -0.02 | 13 | -1.7 | -0.5 | 17
COc1ccc(/C=N/OCC(=O)N2CC3(C)CC2CC(C)(C)C3)cc1OC (stereo not drawn) | 1 | 2 | -7 | -7 | / | 12 | -4.0 | 0.5 | -24
Cc1ccc(S(=O)(=O)Nc2cc(C(=O)NCCN(C)C)ccc2N2CCCCC2)cc1 | 4 | -6 | -2 | -4 | 0.47 | 3 | -3.2 | -1.2 | -9
CN1CCN(C(=O)/C=C/c2ccc(Cl)cc2)CC1 | 0 | 0 | 1 | / | -0.0015 | 10 | 1.5 | 0.8 | /
O=C(CS(=O)(=O)Cc1ccccc1)Nc1ccc(S(=O)(=O)N2CCCCCC2)cc1 | 2 | -4 | -7 | -1 | -0.94 | 11 | -3.3 | 0.8 | 17
Cc1cc(NC(=O)CCN2C(=O)/C(=C/c3ccccc3F)SC2=S)no1 | 9 | 2 | -8 | -6 | 0.51 | 95* | 0.5 | -0.2 | -1
CC(=O)c1ccc(-c2nnc(CCC(=O)N(C)Cc3c(C)nc4ccccn34)o2)s1 | 8 | 2 | 2 | / | / | 6 | 0.1 | -1.0 | /
COc1cccc(/C=N/NC(=O)CCc2c(C)n[nH]c2C)c1O | -55 | 0 | 3 | 17 | -0.16 | 9 | 2.8 | 1.8 | -11
CCN(CC)c1ccc(N=Nc2nn(C)c(C)c2[N+](=O)[O-])cc1 | 7 | -1 | -6 | 15 | -0.58 | 10 | 0.6 | 0.3 | -10
CC(=O)OCC(OC(C)=O)C(OC(C)=O)C(OC(C)=O)C(=O)Nc1ccccc1 (stereo not drawn) | 15 | -2 | / | 0 | -0.35 | 0 | 1.1 | 1.2 | -7

Three entries out of the list above, sorted by the value under hK5 inh, falling.
smiles | Hck-Nef inh | FXIa inh 1536 | Cl transport mod | FXIIa inh 1536 | hK5 inh
Cc1cc(NC(=O)CCN2C(=O)/C(=C/c3ccccc3F)SC2=S)no1 | 9 | 2 | 0.51 | 95* | -1
Cc1ccc(S(=O)(=O)Nc2cc(C(=O)NCCN(C)C)ccc2N2CCCCC2)cc1 | 4 | -6 | 0.47 | 3 | -9
CCN(CC)c1ccc(N=Nc2nn(C)c(C)c2[N+](=O)[O-])cc1 | 7 | -1 | -0.58 | 10 | -10

Going on with the list:
canonical_smiles | Hck-Nef inh | FXIa inh 1536 | Thrombin inh | Rad51 HR inh | Cl transport mod | FXIIa inh 1536 | TNF necrop inh | zVAD death inh | hK5 inh
COc1ccc(CNC(=S)Nc2ccc3nc(N4CCOCC4)cc(C)c3c2)cc1 | 26 | -2 | 8 | -7 | -0.38 | 7 | 0.2 | 8.1 | -2
CCN1CCN(S(=O)(=O)c2ccc(S(=O)(=O)NCC3CCCO3)cc2)CC1 (stereo not drawn) | 1 | 1 | -3 | 10 | / | 10 | 0.3 | 0.0 | 0
CCN1C(=O)/C(=C\N(C(C)=O)c2ccccc2)OC1=S | 11 | 3 | -2 | -4 | 0.25 | 8 | -4.0 | 0.0 | -6
COc1ccc(S(=O)(=O)ON=C2CC(C)(C)N(C(C)=O)C(C)(C)C2)cc1 | 21 | 5 | / | 2 | -0.65 | 10 | 1.0 | 1.1 | -1
O=C(CSc1nnc(Cc2ccc(Cl)cc2)o1)Nc1ccccc1 | 10 | -4 | 2 | 16 | -2 | 0 | 2.7 | 0.6 | -9
Cc1cc(C)nc(NS(=O)(=O)c2ccc(NC(=S)NC(=O)C(C)C)cc2)n1 | -8 | 7 | 5 | 6 | -0.13 | 13 | 1.2 | -0.5 | -7
Cc1cc(C)nc(SCc2nnc(SCC(=O)Nc3nc(-c4ccccc4)cs3)n2C)n1 | 9 | 8 | 3 | -3 | -1.8 | 10 | -0.8 | -0.1 | -6
COc1cc(/C=N/O)cc(Br)c1OS(=O)(=O)c1ccc(C)cc1 | 1 | 6 | -12 | 1 | -0.54 | 12 | -11 | 0.1 | -19
CCOC(=O)CSC1=Nc2ccccc2C2=NC(CC(=O)NCc3ccccc3)C(=O)N12 (stereo not drawn) | 1 | 2 | 2 | 6 | / | 17 | -0.3 | 1.4 | -11
CCOc1ccc(N2CC(C(=O)Nc3ccc(OC)c(S(=O)(=O)N4CCCCC4)c3)CC2=O)cc1 (stereo not drawn) | 7 | -4 | -7 | 3 | -0.1 | 10 | -1.4 | 0.0 | -1
O=C1C2C3C=CC(C3)C2C(=O)N1c1ccc2ccccc2n1 (stereo not drawn) | 13 | -1 | -1 | 3 | 0.19 | 9 | 0.9 | -0.8 | -12
CN1C(=S)SC2CS(=O)(=O)CC21C (stereo not drawn) | 29 | 0 | -2 | / | 0.53 | 6 | -0.1 | -0.9 | -3
CCN1C(=O)CC(C(=O)Nc2ccc(F)cc2)SC1=Nc1cccc(OC)c1 (stereo not drawn) | 0 | 0 | 2 | / | / | 10 | 0.5 | 2.0 | -7
NC(CO)C12CC3CC(CC(C3)C1)C2 (stereo not drawn) | 17 | -6 | -7 | -6 | 0.5 | 0 | 2.5 | -0.9 | -7
